# High-throughput results deposited in PubChem BioAssay by National Center for Advancing Translational Sciences (NCATS).
# Vif-APOBEC3G blk – blocks the Vif interaction with human APOBEC3G; HeLa A3G-eYFP + Vif (tagged APOBEC3G with the HIV-1 protein that degrades it), YFP fluorescence, overnight; Potency, µM (top dose mostly 46.1 µM), for the others: at the top dose activity, negative = active, actives largely listed as inhibitors; actives 0.076% (n = 410,000); AID 602310;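 further: potency means the concentration at half of the fitted maximal effect; on the % scale 0 is the no-effect control and ±100 the full control effect; nearly all actives have a fitted effect of over 60% in size; hits raise eYFP signal because A3G escapes Vif-driven loss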
# Target sequence (Q9HC16 whole entry, looked up): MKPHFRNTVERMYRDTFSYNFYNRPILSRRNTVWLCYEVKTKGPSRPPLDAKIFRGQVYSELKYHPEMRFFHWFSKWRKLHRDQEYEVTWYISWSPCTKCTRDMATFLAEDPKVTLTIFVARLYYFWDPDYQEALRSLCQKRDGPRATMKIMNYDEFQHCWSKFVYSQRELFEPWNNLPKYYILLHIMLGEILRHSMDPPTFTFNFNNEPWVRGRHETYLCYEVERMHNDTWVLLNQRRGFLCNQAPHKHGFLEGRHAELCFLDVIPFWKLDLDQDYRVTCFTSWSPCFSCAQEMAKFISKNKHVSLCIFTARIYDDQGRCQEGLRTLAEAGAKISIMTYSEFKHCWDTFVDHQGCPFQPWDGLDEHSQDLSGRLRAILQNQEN
#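 Read-out is eYFP fluorescence (Ex 488/Em 500-530) from Vif-expressing HeLa A3G-eYFP cells; more signal means A3G escaped Vif-mediated degradation. Cells plated overnight, compound pinned in, incubated overnight at 37 deg C.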
# ERG Ets-DNA blk – ERG Ets/DNA interaction inhibition; actives 0.028% (n = 370,000); Potency, µM (titrated, usually from 76.9 µM), without a hit: top-dose FP activity, negative = inhibition, hits mostly inhibitors; P11308; fluorescence polarization, His-ERG Ets domain / labelled DNA; active means well fitted inhibition curve with a large enough effect in the polarisation, with a control signal flat; inconclusive means small, poorly fitted or top-dose-only effect, or effect the other way, or a change in a side signal; inactive means no such curve, though single readings can be large or run the other way; the % refers to the polarisation;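 further: polarization taken with two DNA probes labelled with fluorescein and Texas red; potency means the concentration at half of the fitted maximal effect; % of control where 0% means no effect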
#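 His-tagged ERG Ets domain (1 uM in the protein solution; 300mM KCl, 50mM Tris-HCl, 1mM EDTA, 1mM DTT, pH 7.5) received compound, then a probe mix of 5 nM fluorescein-DNA and 100nM Texas-615-DNA. Fluorescence polarization was read for both dyes.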
# D2 antag – D2 dopamine receptor (human) antagonism. P14416. HEK293 TREx D2 cells, calcium flux, dopamine EC80. inhibition, % at 10 µM. actives 2% (n = 340,000); in the data active means inhibition above about 30%; further: 0% is about no effect
# Target sequence (P14416 whole entry, looked up): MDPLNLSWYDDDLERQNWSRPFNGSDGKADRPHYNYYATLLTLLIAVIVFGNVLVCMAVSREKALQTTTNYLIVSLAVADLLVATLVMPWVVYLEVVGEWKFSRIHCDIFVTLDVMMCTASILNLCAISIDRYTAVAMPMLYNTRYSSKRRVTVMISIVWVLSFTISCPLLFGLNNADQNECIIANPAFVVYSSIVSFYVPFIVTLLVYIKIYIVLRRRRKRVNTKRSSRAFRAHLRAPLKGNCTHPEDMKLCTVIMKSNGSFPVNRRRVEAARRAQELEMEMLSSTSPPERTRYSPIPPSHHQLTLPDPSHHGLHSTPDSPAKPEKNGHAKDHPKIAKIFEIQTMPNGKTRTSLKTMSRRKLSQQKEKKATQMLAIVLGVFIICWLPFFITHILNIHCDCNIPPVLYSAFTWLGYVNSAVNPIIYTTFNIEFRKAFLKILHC
#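 Overnight-induced (tetracycline, 30 C) HEK293 T-REx cells carrying force-coupled D2 receive a no-wash calcium dye, then compound, then EC80 dopamine at 180 s; signals are read kinetically throughout.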
# RGS4 inhibitor – inhibitors of human regulator of G protein signaling 4; P49798; Transcreener GDP fluorescence polarization, RGS4-accelerated GTP hydrolysis; Potency, µM (top dose mostly 114 µM), for inactives: at the highest dose activity change, negative = inhibition, actives largely listed as inhibitors; actives 0.039% (n = 390,000); AID 504845; further: potency means the concentration at half of the fitted maximal effect; on the % scale 0 is the no-effect control and ±100 the full control effect; nearly all actives have a fitted effect of over 75% in size; some results filed as inactive show a strong effect at the top dose
# Target sequence (P49798 whole entry, looked up): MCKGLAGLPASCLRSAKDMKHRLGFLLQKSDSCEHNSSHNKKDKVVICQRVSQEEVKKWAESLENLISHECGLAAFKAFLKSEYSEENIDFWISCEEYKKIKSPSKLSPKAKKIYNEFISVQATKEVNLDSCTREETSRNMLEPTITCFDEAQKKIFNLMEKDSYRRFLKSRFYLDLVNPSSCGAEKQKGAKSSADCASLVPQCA
#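 MLSMR compounds (23 nl, pin-transferred) preincubated 10 min at room temperature with a 500nM (2x) first reagent, then RGS4 at 900nM (2x) plus Transcreener GDP mix added; fluorescence polarization (620/688 nm) read before and after 90 min at 30 °C.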
# D2 agonist – D2 dopamine receptor (human) agonism | P14416 | HEK293 T-REx D2 cells, calcium flux agonist mode | activation, % at 2 µM | actives 0.53% (n = 340,000);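 active means activation over 3 SD above normal in the single-dose calcium agonist read, cut at about 30% in these data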; further: 0% is about no effect
#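 Tetracycline-induced HEK293 T-REx cells with force-coupled D2 receptor, plated overnight at 30 C, loaded with no-wash calcium dye. After a 10 s baseline, compound was pin-added and calcium flux read kinetically for 180 s; calcium rises flagged agonists.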
# ALOX12 inh – inhibitors of human 12S-lipoxygenase ALOX12 | P18054 | purified 12hLO, xylenol orange hydroperoxide absorbance | Potency, µM (doses to about 108 µM), inactives show at the highest dose activity change, negative = inhibition, hits mostly inhibitors | actives 1.1% (n = 580,000) | AID 1671190; further: potency means the concentration at half of the fitted maximal effect; on the % scale 0 is the no-effect control and ±100 the full control effect
#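 Hydroperoxide product was detected by ferrous iron/xylenol orange as the 573 to 405 nm absorbance ratio. Arachidonic acid at 40 uM (final) was turned over for 30 min at room temperature by 150 nM human 12hLO, pH 7.0 Hepes buffer, after 15 min compound preincubation.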
# Vif-APOBEC3F blk – inhibitors of Vif-A3F interaction; HeLa A3F-eYFP + Vif (tagged APOBEC3F with the HIV-1 protein that degrades it), YFP fluorescence increase; Potency, µM (highest dose often 46.1 µM), inactives show at the highest dose activity, negative = active; actives 0.2% (n = 390,000); AID 602313; further: potency means the concentration at half of the fitted maximal effect; % of control where 0% means no effect; nearly all actives have a fitted effect of over 65% in size
#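 HeLa cells stably expressing Vif plus C-terminally eYFP-tagged A3F were seeded, incubated overnight at 37 deg C, dosed with compound, incubated overnight again at 37 deg C. Yellow fluorescence (Ex 488/Em 500-530) reported blocked Vif-mediated A3F-eYFP degradation.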
# LDHA block – inhibitors of human lactate dehydrogenase A; P00338; purified LDHA, NADH/diaphorase-resazurin fluorescence; stronger effect = lower value; activity change, % (values are at about 110 or 230 µM); actives 0.15% (n = 480,000); in the data active means activity change below about -30%; inconclusive means mostly about -25% to -30%;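 further: plate controls were DMSO wells for no effect and wells without enzyme for full effect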
#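 LDH5 2 nM; NADH 0.06 mM, pyruvate 0.2 mM; 200 mM Tris pH 7.4, EDTA, Tween-20; 5 min RT. Detection: diaphorase 0.133 mg/mL + resazurin 37 µM, fluorescence ex540/em590 at 0 and 20 min; normalized to enzyme-free and DMSO wells.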
# GRP78 ERSR act – induces the endoplasmic reticulum stress response in human glioma cells; actives 0.02% (n = 420,000); Potency, µM, without a hit: top-dose activation, hits mostly activators; U87-MG GRP78 promoter luciferase reporter, 16 h; further: potency means the concentration at half of the fitted maximal effect; series mostly up to about 76 µM; % of control where 0% means no effect; nearly all actives have a fitted effect of over 35% in size
#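 ERSR induction read as luciferase luminescence (Bright-Glo, 10 min at room temperature) in stably transfected human U87-MG glioma cells exposed to compounds for 16 h, using GRP78 as sensor.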
# Numbers without * were called inactive; ? = inconclusive; . = no result given; [ ] = remark or other dose. Unless noted, the call rests on the fitted dose curve; in most records, active means well fitted curve in the direction sought with a large enough effect; inconclusive means small, poorly fitted or top-dose-only effect, or another doubt; inactive means no such curve, though single readings can be large; an effect the other way counts as inactive or inconclusive. A portion of the library. The share of hits here may be higher or lower than overall.
1: CCCS(=O)(=O)N1CCN=C1SCc1cccc(F)c1
2: CCOC(=O)c1cc(NC(=O)c2ccc(Cl)cc2)c(=O)n2c1oc1ccccc12
3: Cc1cccc(NC(=S)NCC(c2cccnc2)N(C)C)c1C (stereo not drawn)
4: CCSc1nnc(NC(=O)C2C3CCC(C3)C2C(=O)O)s1 (stereo not drawn)
5: Cc1[nH]c2ccccc2c1CN1CCc2ccccc2C1
6: CCOc1ccc(NC(=O)NC(C)c2ccc3c(c2)OCO3)cc1 (stereo not drawn)
7: COc1cccc(CNC(=O)CCc2c(C)nc3c(c(C)nn3-c3ccc(C)c(C)c3)c2C)c1
8: COc1ccccc1N1CCN(Cc2cc(Br)c(O)c3ncccc23)CC1

entry no.,1,2,3,4,5,6,7,8
Vif-APOBEC3G blk,4%,1%,-7%,0%,0%,-7%,-18%,5%
ERG Ets-DNA blk,10%,0%,0%,1%,.,-6%,-1%,-1%
D2 antag,11,.,6,-6,-49,3,.,30
RGS4 inhibitor,-10%,-3%,-1%,-2%,-9%,8%,1%,-20%
D2 agonist,-0.6,0.3,-0.3,1.4,0.3,-0.2,-0.1,-0.2
ALOX12 inh,-7%,?,12%,-3%,?,.,-4%,35µM*
Vif-APOBEC3F blk,-18%,2%,1%,9%,-15%,-4%,2%,?
LDHA block,-2,-8,-8,-5,-8,-2,1,15
GRP78 ERSR act,-9%,-1%,-4%,-5%,-4%,-4%,-3%,-5%

9: COCCCn1c(SCc2cccc(OC)c2)nc2cc(OC)c(OC)cc2c1=N
10: Cc1ccc(CNS(=O)(=O)c2c(C(=O)N3CCCCC3)c(C)n(C)c2C)cc1
11: NNC(=O)CSc1c(-c2ccccc2)c2cc(Cl)ccc2[nH]c1=O
12: COCCn1c(SCC#N)nnc1-c1ccccc1O
13: Clc1ccc(-c2noc(-c3cccnc3NCc3ccco3)n2)cc1
14: O=C(Nc1cc(C(F)(F)F)ccc1N1CCCC1)C1CC(=O)N(Cc2ccccc2)C1 (stereo not drawn)
15: COC(=O)N1C(=O)[C@](c2ccc(OC)cc2)(C(C)C)N1C(=O)OC
16: CSCCC(N=C1NS(=O)(=O)c2ccccc21)C(=O)NCCc1ccccc1 (stereo not drawn)

entry no.,9,10,11,12,13,14,15,16
Vif-APOBEC3G blk,1%,4%,2%,-4%,1%,-7%,-7%,2%
ERG Ets-DNA blk,-3%,-3%,-2%,11%,5%,.,-7%,-3%
D2 antag,0,13,.,-9,.,.,-5,42*
RGS4 inhibitor,9%,1%[11.4 µM],2%,21%,5%,.,-11%,3%
D2 agonist,0.7,0.8,.,-0.6,-0.4,.,-0.1,0.6
ALOX12 inh,?,3%,110%[activator],?,?,-23%,-48%,49%[activator]
Vif-APOBEC3F blk,-5%,3%,-1%,-5%,-20%,-8%,8%,-18%
LDHA block,1,-3,-4,-1,-7,-5,-1,-5
GRP78 ERSR act,2%,-3%,-11%,-7%,0%,-3%,-4%,-4%

17: Cc1ccccc1NC(=O)CN1C(=O)N/C(=C\c2ccc(N3CCOCC3)c(F)c2)C1=O
18: CN(CCN1CCOCC1)C(=O)c1cc(COc2ccc(F)cc2Cl)on1
19: CCc1ccc(NC(=S)NC2CCN(Cc3ccccc3)CC2)cc1
20: O=C(COC(=O)c1ccc(S(=O)(=O)NCc2ccco2)cc1)NCCC1=CCCCC1
21: COc1ccccc1NC(=S)N(CCCN1CCOCC1)Cc1ccccn1
22: COc1cc(C(=O)NCc2ccccn2)ccc1OCc1c(C)noc1C
23: COc1cc2c(cc1CNC[C@H]1O[C@@H](n3cnc4c(N)ncnc43)[C@H](O)[C@@H]1O)OCO2
24: Cc1nc(CC(=O)Nc2ccc(C(N)=O)cc2)cs1

entry no.,17,18,19,20,21,22,23,24
Vif-APOBEC3G blk,-4%,2%,0%,0%,-1%,?,-5%,-5%
ERG Ets-DNA blk,7%,.,17%,8%,4%,9%,-3%,-15%
D2 antag,.,.,98*,23,-1,18,.,.
RGS4 inhibitor,7%,.,-21%,-33%,8%,-4%,4%,-1%
D2 agonist,.,.,3.7,-0.7,1.5,0.8,.,.
ALOX12 inh,-18%,-19%,?,?,-11%,147%[activator],.,-11%
Vif-APOBEC3F blk,5%,-2%,0%,0%,12%,3%,6%,1%
LDHA block,-7,-1,-3,-2,-7,1,2,-4
GRP78 ERSR act,-3%,-3%,-3%,-4%,-5%,-4%,0%,-2%

25: COc1cc(C(C(=O)NC(C)(C)C)N(Cc2ccccc2)C(=O)c2cnccn2)cc(OC)c1OC (stereo not drawn)
26: Cc1cc(-c2ccccc2)nc(N/N=C/c2ccc(O)cc2)n1
27: COc1ccc(N2CCN(c3ncnc4c3nc3n4CCCCC3)CC2)cc1
28: CCCc1oc(C(=O)O)cc1CN1CCOCC1
29: NC(=NCCc1c[nH]c2ccccc12)NC(=O)c1ccc(Cl)cc1
30: Cc1ccc(S(=O)(=O)N2CCCCC2)cc1NC(=O)Cn1ccc(C(F)(F)F)n1
31: CCN(CC)C(=O)c1nc[nH]c1C(=O)N(C)Cc1ccccc1
32: O=C(CCCN1C(=O)NC2(CCCC2)C1=O)Nc1ccc(Cl)c(S(=O)(=O)N2CCOCC2)c1

entry no.,25,26,27,28,29,30,31,32
Vif-APOBEC3G blk,1%,-24%,3%,0%,-25%,4%,2%,-2%
ERG Ets-DNA blk,-13%,-1%,11%,.,2%,-9%,-9%,-9%
D2 antag,1,-17,.,-1,-40,-16,6,-2
RGS4 inhibitor,17%,-16%,10%,-5%,-6%,4%,-14%,9%
D2 agonist,0.2,-0.5,-0.8,-0.8,-0.4,2.0,0.6,-0.4
ALOX12 inh,23%,-24%,-17%,-14%,40µM*,-6%,-5%,11%
Vif-APOBEC3F blk,-6%,-15%,2%,1%,9%,9%,-4%,-7%
LDHA block,1,-4,-8,2,-2,-2,-9,-2
GRP78 ERSR act,-4%,10%,-1%,-2%,3%,-4%,0%,-3%

# ALOX12 inh: entries above that show a hit.
no. | Structure | Vif-APOBEC3G blk | ERG Ets-DNA blk | D2 antag | RGS4 inhibitor | ALOX12 inh | GRP78 ERSR act
8 | COc1ccccc1N1CCN(Cc2cc(Br)c(O)c3ncccc23)CC1 | 5% | -1% | 30 | -20% | 35µM* | -5%
29 | NC(=NCCc1c[nH]c2ccccc12)NC(=O)c1ccc(Cl)cc1 | -25% | 2% | -40 | -6% | 40µM* | 3%

# More structures:
33: COC(=O)[C@H]1C[C@@]2(O)CN(S(=O)(=O)c3ccc(C)cc3)C[C@@]2(OC(=O)NCc2ccco2)C[C@H]1C(=O)OC
34: CC1(C)CC(=O)C2=C(C1)N(Cc1ccco1)C(=O)C2(O)C(F)(F)F (stereo not drawn)
35: O=C(CC1S/C(=N/N=C/c2c[nH]c3ccccc23)NC1=O)Nc1ccccc1 (stereo not drawn)
36: CCN(CC)CCCNC(=O)c1cc(-c2ccc(OC)c(OC)c2)on1
37: Cc1cc(C)cc(NS(=O)(=O)CCCS(=O)(=O)Nc2cc(C)cc(C)c2)c1
38: CCOc1ccc(C2C(C(=O)Nc3ccccc3)=C(C)Nc3nc(-c4ccccc4Cl)nn32)cc1OC (stereo not drawn)
39: Cc1nnc(N/N=C/c2cc(C)n(-c3ccc(F)cc3)c2C)n1N
40: O=C(Nc1cccc(Br)c1)Nc1nc2c(s1)CCCCCC2

entry no.,33,34,35,36,37,38,39,40
Vif-APOBEC3G blk,3%,6%,-1%,2%,-15%,-13%,-8%,-1%
ERG Ets-DNA blk,.,6%,-2%,1%,8%,-2%,4%,5%
D2 antag,.,-9,-5,.,.,.,5,.
RGS4 inhibitor,.,-11%,-9%,19%,-1%,-13%,-37%,-11%
D2 agonist,.,-0.4,0.3,0.3,.,0.5,-1.3,.
ALOX12 inh,2%,0%,19%,-17%,-22%,-1%,-5%,?
Vif-APOBEC3F blk,-5%,-3%,0%,-4%,9%,1%,11%,0%
LDHA block,0,-7,-5,-3,3,1,37,-4
GRP78 ERSR act,-1%,-5%,-3%,-1%,-5%,1%,9%,1%

41: CN(C(=O)COC(=O)C1c2ccccc2Oc2ccccc21)C1CCS(=O)(=O)C1 (stereo not drawn)
42: O=C(Nc1cc2ccc(O)cc2oc1=O)c1ccc(F)cc1
43: CCOc1ccccc1NC(=O)CSc1nc2ccccc2nc1N1CCCC1
44: COc1ccc(NC(=O)CSc2nnc(NC(=O)c3ccco3)s2)cc1
45: CC(C)c1ccc(OCC(=O)Nc2c(Cl)ccc3nsnc23)cc1

entry no.,41,42,43,44,45
Vif-APOBEC3G blk,-1%,-6%,0%,0%,-9%
ERG Ets-DNA blk,-3%,-8%,-7%,-1%,0%
D2 antag,-16,.,7,-11,.
RGS4 inhibitor,-1%[11.4 µM],-5%,-1%,4%,-8%
D2 agonist,-0.4,0.2,0.1,-0.1,-0.2
ALOX12 inh,5%,-14%,3%[57.4 µM],-2%,-16%
Vif-APOBEC3F blk,8%,-6%,-4%,-1%,1%
LDHA block,-6,-15,-3,0,0
GRP78 ERSR act,-6%,-5%,1%,3%,-3%
